Bioassay records from PubChem.
KCNQ1 inh: inhibitors of human KCNQ1 potassium channel; CHO-K1 KCNQ1, FluxOR thallium flux fluorescence; stronger effect = higher value; B-score at 10 µM; 310,000 tested, 1.3% active; AID 2642;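 active means compounds whose thallium flux B-score, printed positive for inhibition, exceeds three library SD while starting fluorescence stays within three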;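 further: channel opened by potassium depolarization with thallium stimulus after 20 min compound exposure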
DYRK1A inh: Dyrk1A (rat) kinase inhibition; ADP-Glo luminescence, NFATc1 peptide; Q63470; 310,000 tested, 0.43% active; inhibition, % at 12.5 µM; in the data active means inhibition above about 50%;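 further: plate controls were vehicle with enzyme for no effect and no enzyme for full effect; many of its hits are not listed in these tables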
KCNK3 inh: human KCNK3 channel inhibition, primary screen; O14649; CHO-KCNK3 thallium flux, FluxOR fluorescence; stronger effect = lower value; B-score at 10 µM; 340,000 tested, 0.84% active; AID 602410;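 active means B-score under library mean minus 4 SD, starting fluorescence ratio at most library mean plus 5 SD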;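 further: more negative B-score means stronger inhibition of thallium flux through KCNK3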
hERG protect: hERG (human) protection from proarrhythmic block; 310,000 tested, 0.51% active; CHO-hERG, FluxOR thallium flux, dofetilide IC70 present; AID 1511; Q12809; activation (rescue from dofetilide block), less the hit threshold, % at 10 µM;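 active means activation above the mean of controls blocked by dofetilide plus 5 SD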;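 further: thallium influx through hERG after potassium depolarization seen as dye fluorescence rise; in these data hits start at about 4.7%; inactives centre near -7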
KCNK9 inh: inhibitors of human KCNK9 two-pore domain potassium channel | Q9NPC2 | HEK293 KCNK9, FluxOR thallium flux fluorescence; stronger effect = lower value | B-score at 10 µM | 310,000 tested, 1.2% active;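 active means ratio B-score over 3 SD below the library mean, with starting fluorescence within 5 SD of its mean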;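 further: negative B-score means less thallium flux so channel inhibition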
TRPC4 potent: allosterically enhances the mouse TRPC4 cation channel | 310,000 tested, 0.42% active | Q9QUQ5 | B-score at 10 µM | AID 2227 | HEK293 TRPC4beta/mu-opioid, DAMGO EC20, Fluo-4 Ca2+ flux; stronger effect = higher value;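 active means B-score of calcium response area above 5 SD of library B-scores, with initial fluorescence ratio within 5 SD of library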;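 further: B-score of integrated fluorescence ratio over time as area under calcium response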
Target sequence (Q9QUQ5 whole entry, looked up): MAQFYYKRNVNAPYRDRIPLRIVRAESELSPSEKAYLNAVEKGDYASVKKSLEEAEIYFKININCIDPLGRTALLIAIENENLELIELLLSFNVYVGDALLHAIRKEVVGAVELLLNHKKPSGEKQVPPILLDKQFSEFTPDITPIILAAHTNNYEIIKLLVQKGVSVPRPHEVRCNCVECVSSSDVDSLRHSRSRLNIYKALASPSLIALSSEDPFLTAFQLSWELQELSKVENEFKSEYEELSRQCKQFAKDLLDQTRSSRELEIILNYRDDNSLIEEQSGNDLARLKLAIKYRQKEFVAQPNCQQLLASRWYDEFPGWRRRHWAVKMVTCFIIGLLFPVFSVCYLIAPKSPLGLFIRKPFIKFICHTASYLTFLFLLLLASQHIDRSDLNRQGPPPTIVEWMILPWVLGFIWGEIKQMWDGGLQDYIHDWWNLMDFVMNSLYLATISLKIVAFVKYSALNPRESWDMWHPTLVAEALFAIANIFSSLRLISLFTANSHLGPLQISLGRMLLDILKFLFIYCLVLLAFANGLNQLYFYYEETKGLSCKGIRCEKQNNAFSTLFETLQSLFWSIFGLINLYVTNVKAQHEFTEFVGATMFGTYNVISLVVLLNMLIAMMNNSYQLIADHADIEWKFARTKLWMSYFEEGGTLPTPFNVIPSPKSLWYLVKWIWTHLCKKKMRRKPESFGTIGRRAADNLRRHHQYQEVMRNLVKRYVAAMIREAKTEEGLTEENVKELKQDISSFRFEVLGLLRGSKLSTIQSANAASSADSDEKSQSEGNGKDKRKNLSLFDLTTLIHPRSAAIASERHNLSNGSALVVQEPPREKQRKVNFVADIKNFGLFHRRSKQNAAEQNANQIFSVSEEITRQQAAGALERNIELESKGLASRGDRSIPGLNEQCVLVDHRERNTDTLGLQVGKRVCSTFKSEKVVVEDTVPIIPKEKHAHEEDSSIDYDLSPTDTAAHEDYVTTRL
PolyA inh: yeast polyadenylation inhibition. calls only at 12 µM. AID 1875. 300,000 tested, 0.02% active. S. cerevisiae SKY197-pL101 polyadenylation reporter, beta-gal luminescence; efflux-impaired pdr1/pdr3 knockout yeast; score 100 = 6 SD above DMSO;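 active means lowest replicate activity score at least 50, where 100 means six control SD above control mean; inconclusive means lowest score under 50 but half or more replicates reach 50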;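 further: yeast exposed to compound for 9 h at 30 °C; higher score means more reporter readthrough which indicates perturbed polyadenylation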
TRPC4 inh: inhibitors of mouse TRPC4 channel; Q9QUQ5; HEK293 TRPC4beta/mu-opioid, DAMGO-evoked Fluo4 calcium flux; stronger effect = lower value; B-score at 10 µM; 300,000 tested, 0.39% active; AID 2247;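 active means B-score over 3 SD under the library average, no early fluorescence shift, positive overall ratio signal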
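material = TRPC4beta/mu-opioid receptor HEK293 cell line | probe or stimulus = sequential submaximal and maximal DAMGO stimulation | compound dosing = one concentration per compound | measured by = Fluo4 Ca2+ flux fluorescence | evaluation = integrated fluorescence ratio relative to baseline, converted to per-well B score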
KCNQ1 pot: potentiators or activators of human KCNQ1 potassium channel; CHO-K1 KCNQ1, thallium flux FluxOR fluorescence; stronger effect = higher value; B-score at 10 µM; 310,000 tested, 0.35% active;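 active means fluorescence ratio B-score, a plate-corrected score, at least three library SD, with initial intensity B-score within 5 SD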
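System: Stable KCNQ1 CHO-K1 line | Incubation: 90 min dye loading and 20 min compound exposure, both at room temperature | Measure: Ratio B score | Medium: Assay buffer for compound exposure, DMSO matched across wells | Compound dosing: Single-concentration screen | Probe or stimulus: K+/Tl+ depolarizing stimulus | Measured by: Kinetic FluxOR fluorescence, 10 s baseline plus 110 s post-stimulus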
Platelet DG rel: modulates dense granule release in human platelets; 300,000 tested, 0.22% active; inhibition, %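 (compounds screened at 7.5 µM in platelet-rich plasma)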; human platelet-rich plasma, SFLLRN dense granule ATP release, luminescence;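 active means mean replicate score, as percent of positive control, at or above 50; inconclusive means mean below 50 but at least one replicate at or above 50; inactive means mean and every replicate below 50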
TRPC4 agonist: opens the mouse TRPC4 cation channel; Q9QUQ5; HEK293 TRPC4beta/mu-opioid, Fluo4 calcium fluorescence; stronger effect = higher value; B-score at 10 µM; 310,000 tested, 0.49% active;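 active means B-score above 5 SD of library B-scores, and initial fluorescence ratio not above library mean plus 5 SD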;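 further: positive B-score marks a calcium rise read as TRPC4 activation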
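Technique: kinetic Fluo4 calcium fluorescence; Test system: TRPC4beta and mu-opioid receptor HEK293 stable cells; Measure: B-scored integrated calcium fluorescence ratio; Benchmarks: low control buffer alone, high control maximal DAMGO; Schedule: 45 min room-temperature Fluo4 loading, 110 s read.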
Active calls of the source: *; i = inactive; ? = inconclusive; . = not tested or not shown.

Every second line gives: KCNQ1 inh, DYRK1A inh, KCNK3 inh, hERG protect, KCNK9 inh, TRPC4 potent, PolyA inh, TRPC4 inh, KCNQ1 pot, Platelet DG rel, TRPC4 agonist
> O=C(NC(N1CCOCC1)C(Cl)(Cl)Cl)c1cc([N+](=O)[O-])cc([N+](=O)[O-])c1 (configuration not stated)
    i, 2.1, i, -14.6, i, i, i, i, i, -7.0, i
> CCOC(=O)N1CCC(N(CCN(C)C)C(=S)Nc2cc(C)ccc2C)CC1
    i, -1.3, i, -3.6, i, i, i, i, i, 0.6, i
> O=C(NCC1CCCO1)C1CCN(S(=O)(=O)c2ccccc2)CC1 (configuration not stated)
    i, -4.0, i, -11.9, i, i, i, i, i, 6.1, i
> CN(C)S(=O)(=O)c1ccc(Cl)c(C(=O)NCC2CCCCC2)c1
    i, -7.4, i, -7.5, i, i, i, i, i, -2.8, i
> COc1ccc(/C=C2\CCc3ccccc3C2=O)cc1CN1CCOCC1
    i, 2.2, i, -8.1, i, i, i, i, i, -17.0, i
> CCCc1c(O)nc(SCC(=O)O)[nH]c1=O
    i, -0.5, i, -7.1, i, i, i, i, i, 13.3, i
> CCCN(C(=O)c1ccco1)c1nnc(-c2ccccc2C)s1
    i, -1.8, i, -5.6, i, i, ., i, i, 24.8, i
> COc1ccccc1CNS(=O)(=O)c1ccc(Cl)s1
    i, -0.2, i, -3.5, i, i, i, i, i, 1.3, i
> Cc1nc2ccccc2n1CC(=O)NN
    i, -6.2, i, 0.3, i, i, i, i, i, -2.8, i
> Cc1cccn2c(=O)nc(SCC(=O)N3CCOCC3)nc12
    i, -1.9, i, -10.3, i, i, i, i, i, 7.5, i
> COc1ccc(CNC(=O)c2cc(=O)c3c(C)cc(C)cc3o2)cc1
    i, -1.4, i, -2.8, i, i, i, i, i, 0.5, i
> CCc1ccc(N(CC(=O)NCc2ccco2)C(=O)CCC(=O)Nc2ccccn2)cc1
    i, -0.7, i, -8.1, i, i, i, i, i, -9.8, i
> CC(C)(C)c1cc(C(F)(F)F)nc(SCCCNC(=O)c2ccco2)n1
    i, -2.7, i, -15.1, i, i, i, i, i, 9.1, i
> COc1ccc(NC2CCCN(C(=O)c3cccs3)C2)cc1 (configuration not stated)
    i, 7.9, i, -2.2, i, i, i, i, i, 7.6, i
> CC(Cc1ccccc1)NC(=O)CSc1nc2nc3c(cc2c(=O)n1-c1ccccc1)COC(C)(C)C3 (configuration not stated)
    i, -5.0, i, -16.0, i, i, i, i, i, -4.8, i
> COC(=O)c1cn(NC(=O)c2ccc(F)cc2)c(=O)c2ccccc12
    i, -4.4, i, -8.2, i, i, i, i, i, -0.3, i
> CC1(C)CC(=O)C=C(NC2=CC3OC(c4ccccc4)OCC3OC2=O)C1 (configuration not stated)
    i, 3.0, i, -11.1, i, i, i, i, i, ?, i
> Cc1c(C(=O)N2CCOCC2)c(S(=O)(=O)Nc2ccc(Br)cc2F)c(C)n1C
    i, 1.8, i, -7.9, i, i, i, i, i, 22.0, i
> Cc1cccc(C(=O)N2CCC(=O)N(C(COCc3ccccc3)Cc3ccccc3)CC2)c1 (configuration not stated)
    i, -2.6, i, -10.4, i, i, i, i, i, 0.7, i
> COc1ccc(/C=C/c2nnc(NC(=O)COc3ccc(C)cc3)s2)cc1
    i, -1.4, i, -2.8, i, i, ., i, i, -41.3, i
> CN(C)c1ccc(/C=N/NC(=O)c2ccc(Cn3cc(Br)cn3)o2)cc1
    i, 6.8, i, -8.9, i, i, i, i, i, 27.0, i
> Cc1ccc(S(=O)(=O)NCc2nc(-c3ccccc3)no2)cc1
    i, 5.8, i, -6.2, i, i, i, i, i, -2.4, i
> Cc1[nH]c2ccccc2c1/C=N/NC(=O)c1cccc(Br)c1
    i, 0.2, i, -8.9, i, i, i, i, i, 3.2, i
> CCN(CC)CCN(C(=O)/C=C/c1cccs1)c1nc2ccc(C)cc2s1
    i, 0.5, i, -23.0, i, i, i, i, i, -22.0, i
> Cn1c(=O)c(C(=O)c2ccc(S(C)(=O)=O)c(Cl)c2Cl)c(O)c2ccccc21
    i, -0.1, i, -5.6, i, i, i, i, i, 4.5, i
> O=C(COc1ccc2ccccc2c1)NNC(=O)c1cccs1
    i, -1.0, i, -3.9, i, i, i, i, i, 4.2, i
> CCCn1c(=O)c2ccccc2n2c(SCCOc3ccc(OC)cc3)nnc12
    i, -1.8, i, -5.5, i, i, i, i, i, -3.7, i
> COc1cc(S(=O)(=O)n2nc(C)cc2C)ccc1Cl
    i, -6.3, i, -0.9, i, i, i, i, i, -3.6, i
> Cc1cc(OCC(=O)N(C)Cc2ccccc2)ccc1Br
    i, -5.3, i, -7.8, -7.28*, i, i, i, i, 1.9, i
> CC(=O)Oc1ccc2occ(/C=N/c3cc(=O)[nH]c(=S)[nH]3)c(=O)c2c1
    i, -1.4, i, -9.4, i, i, i, i, i, -1.8, i
> Cn1c(Cc2cccc3ccccc23)nnc1SCc1ccc([N+](=O)[O-])cc1
    i, -4.6, i, -5.8, i, i, i, i, i, 5.6, i
> COc1ccccc1-c1nc2n(n1)C(c1cccs1)C(C(=O)Nc1cccnc1)=C(C)N2 (configuration not stated)
    i, -0.3, i, -5.2, i, i, i, i, i, -5.8, i
> CC(=O)Cc1nsc(Nc2cccc(C)c2)n1
    i, 5.1, i, -3.2, i, i, ., i, i, ., i
> O=C(COC(=O)c1ccc(-c2ccccc2)cc1)Nc1ccccc1-c1ccccc1
    i, 0.0, i, -4.9, i, i, i, i, i, -8.0, i
> CCOC(=O)c1ccc(NC(=O)CCNS(=O)(=O)c2ccc3c(c2)oc(=O)n3C)cc1
    i, -0.5, i, -8.9, i, i, i, i, i, -2.5, i
> CN(Cc1ccc(OC(F)F)cc1)C(=O)c1ccccc1Sc1ccccc1C#N
    i, ., i, -7.0, i, i, i, i, i, -0.4, i
> O=C(Nc1c2c(nc3ccccc13)CCCC2)c1ccccc1Cl
    i, -3.2, i, -3.4, i, i, i, i, i, -1.7, i
> C=CCn1c(SCC(=O)NC(=O)NCC(C)C)nnc1C1CCCCC1
    i, 0.7, i, -8.9, i, i, i, i, i, -1.2, i
> O=C(O)c1cccc(N2C(=O)c3ccc4c5c(ccc(c35)C2=O)C(=O)N(c2cccc(C(=O)O)c2)C4=O)c1
    i, -3.6, i, -12.2, i, i, i, i, i, -4.4, i
> COC(=O)c1cc(-c2ccccc2)sc1NC(=O)c1cc(C)on1
    i, ., ., -5.0, i, i, i, i, i, -14.0, i
> CS(=O)(=O)c1ccc2nc(NC(=O)c3ccc(S(=O)(=O)NCC4CCCO4)cc3)sc2c1 (configuration not stated)
    i, 2.3, i, -10.6, i, i, i, i, i, -0.9, i
> O=C(CN1C(=O)C2CCCCC2C1=O)Nc1nc(-c2ccc(F)cc2)cs1 (configuration not stated)
    i, 5.1, i, -14.7, i, i, i, i, i, -11.4, i
> CCC[N+](CC#CCO)(CC#Cc1ccccc1)CCC
    i, ., i, -7.8, i, i, i, i, i, 2.9, i
> COc1cc(NC(=O)CSCc2ccccc2)c(C(=O)O)cc1OC
    i, 6.3, i, -3.5, i, i, i, i, i, 9.4, i
> COc1cc(C)c(C(C)C)cc1S(=O)(=O)n1ccnc1
    i, 3.1, i, -1.6, i, i, i, i, i, -0.7, i
> CCOC(=O)Nc1cc(C(=O)OC)cc(C(=O)OC)c1
    i, -3.1, i, 0.6, i, i, i, i, i, 3.3, i
> Cc1cc(NC(=O)COC(=O)c2ccccc2S(=O)(=O)N(C)c2ccccc2)no1
    i, -2.0, i, -11.7, i, i, i, i, i, -5.1, i
> CCOc1cc(OCC)cc(C(=O)O)c1
    i, 0.4, i, -7.7, i, i, i, i, i, 3.5, i
> CCCCCOc1ccc2oc(=O)c3c(c2c1)CCCN3C(=O)CN1CCCC(C(=O)OCC)C1 (configuration not stated)
    i, -3.6, i, -6.7, i, 33*, i, i, i, -1.8, i
> CCN(CC)c1ccc(/C=c2\sc3nc4ccccc4n3c2=O)c(O)c1
    9*, 4.7, i, -36.1, i, i, i, i, i, 0.5, i

(further entries)
Every second line gives: KCNQ1 inh, DYRK1A inh, KCNK3 inh, hERG protect, KCNK9 inh, TRPC4 potent, PolyA inh, TRPC4 inh, KCNQ1 pot, Platelet DG rel, TRPC4 agonist
> NC1=NC(=O)C(Cc2ccc(F)cc2)S1 (configuration not stated)
    i, 3.9, i, -4.9, i, i, i, i, i, 22.7, i
> CCn1cc(Cl)c(C(=O)Nc2cccc(CN3CCOCC3)c2)n1
    i, 0.3, i, -6.9, i, i, ., i, i, ., i
> CC(=O)Nc1ccc(S(=O)(=O)NCCC(=O)OCc2nc(N)nc(Nc3ccccc3C)n2)cc1
    i, ., i, -11.3, i, i, i, i, i, 9.0, i
> Oc1ccccc1N=Cc1ccc[nH]1
    i, -3.2, i, -3.8, i, i, i, i, i, -7.9, i
> CC(Sc1nnc(COc2ccc(Cl)cc2)n1-c1ccccc1)C(=O)O (configuration not stated)
    i, -6.1, i, -11.1, i, i, i, i, i, 2.7, i
> COc1cccc(NC(=O)c2c(C)cc(C)cc2CC(C)(C)C(=O)O)c1
    i, ., i, -4.0, i, i, i, i, i, -4.2, i
> CCCN1CCC(NC(=O)Nc2cc(Cl)ccc2OC)CC1
    i, 0.6, i, -13.7, i, i, i, i, i, -0.5, i
> CC1CCN(c2ccc(NC(=O)c3ccccc3[N+](=O)[O-])cc2)CC1
    i, -0.5, i, -7.2, i, i, i, i, i, 8.5, i
> CCc1ccc(N(CC(=O)NC2CCCC2)S(=O)(=O)c2c(C)noc2C)cc1
    i, -12.3, i, -2.4, i, i, i, i, i, -6.0, i
> O=C(c1cccnc1)N1CCN(c2c(Cl)cccc2[N+](=O)[O-])CC1
    i, -3.8, i, -4.5, i, i, i, i, i, -4.9, i
> CN(CCS(=O)(=O)c1ccc(Cl)cc1)Cc1cccnc1
    i, -2.8, i, -8.3, i, i, i, i, i, -14.4, i
> CC(=O)c1cccc(NC(=O)CCS(=O)(=O)c2ccc(Br)s2)c1
    i, 0.9, i, -8.7, i, i, i, i, i, -1.5, i
> CCN(CC)S(=O)(=O)c1ccc(C(=O)OCCN2C(=O)CCC2=O)cc1
    i, 9.5, i, -6.3, i, i, i, i, i, 0.9, i

Not all compounds are listed; rates above refer to the full screens.
